From PubChem
AMA1 RON2 block – disrupts binding of P. falciparum AMA1 to RON2. AlphaScreen AMA1-biotinylated RON2 peptide binding. Potency, µM (doses to about 58.2 µM), for the others: at the top dose activity change, negative = inhibition, usual class: inhibitors. 360,000 compounds, 0.2% hits. AID 720542; active means well fitted inhibition curve with a large enough effect; inconclusive means small, poorly fitted or top-dose-only effect; inactive means no such curve, though single readings can be large or run the other way;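 further: potency means the concentration at half of the fitted maximal effect; 0% = vehicle wells and -100% = peptide control; nearly all actives have a fitted effect of over 45% in size; some results filed as inactive show a strong effect at the top dose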
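AMA1 (3D7) with his tag at 25 nM final met compounds first, then biotinylated RON2 peptide at 25 nM; detection used donor plus acceptor beads, 10 µg/mL apiece, read by AlphaScreen after 30 min at room temperature.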
HCMV inh – human cytomegalovirus inhibition | HFF cells, HCMV-luciferase reporter, 72 h; hits give low values | activity change, negative = inhibition, % at 57.5 µM | 410,000 compounds, 4.5% hits | AID 1259415; in the data active means activity change below about -60%; inconclusive means no clear call, values can overlap the other calls; inactive means above about -39%
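Compounds were evaluated in HFFs infected with an HCMV luciferase reporter virus (MOI 1 PFU/cell). Luciferase in lysates collected 72 h post infection served as the replication measure.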
Active calls of the source: *; u = inconclusive; [ ] = remark or other dose. Unless noted, on the % scale 0 is the no-effect control and ±100 the full control effect. This is a subset, so the mix of outcomes need not match the whole.

molecule | HCMV inh | AMA1 RON2 block
CCCCCC(=O)N1C[C@@H](n2cc(COC(=O)c3ccccc3)nn2)[C@H](O)C[C@@H]1c1ccc(Cl)cc1 | -11 | -5%
C=CCNC(=O)c1ccc2nc(Cc3ccc(OC)cc3)oc2c1 | 81 | -7%
CCN(CC)S(=O)(=O)c1ccc(N2CCOCC2)c(NC(=O)c2cccc3c(=O)c(C)c(-c4ccccc4)oc23)c1 | -8 | 0%
O=[N+]([O-])c1ccc(C=NN2CCNC2=S)o1 | -11 | -7%
CC1CN(C(=O)COC(=O)/C=C/c2ccccc2)CC(C)O1 (centres undefined) | 6 | -4%
S=C(c1ccc2c(c1)OCO2)N1CCN(c2cccc(Cl)c2)CC1 | -34 | -26%
Cc1cc(C(=O)Cn2cnc3ccc(Cl)cc3c2=O)c(C)n1C1CC1 | -28 | -9%
CCCC(=O)N1CCC1(C)C(=O)NS(=O)(=O)c1ccc(C#N)cc1 (centres undefined) | -11 | -5%
Cc1ccc(OC2CCN(C(=O)[C@H]3O[C@@H](n4ccc(=O)[nH]c4=O)[C@H](O)[C@@H]3O)CC2)cc1 | -15 | -2%
OC(c1ccccc1)c1nc(-c2cccc(C(F)(F)F)c2)cs1 (centres undefined) | 4 | 16%
CCCCCCN1C[C@@H](n2cc(C3CC3)nn2)[C@H](O)C[C@@H]1c1ccc(Cl)cc1 | -15 | 8%
COc1ccc(CCCNC(=O)C2Cc3c(-c4cccc(NC(C)=O)c4)ccnc3O2)cc1 (centres undefined) | -61* | 16%
COC(=O)[C@@H]1N=C(c2ccc(OC)cc2)O[C@]12C(=O)N(C)c1ccc(Cl)cc12 | -9 | -9%
O=C(NC1CCCCC1)N1Cc2cc(-c3cccc(F)c3)ccc2-n2nncc2C1 | 5 | 4%
Cc1nc2ccsc2c(=O)n1-c1ccccc1Cl | 39 | 1%
CC(C)n1cc2c(N)ncnc2n1 | 0 | 18%
C[n+]1cccc(NC(=O)c2ccccc2)c1 | 14 | -3%
COc1ccc(N(CC(=O)NCc2ccc3c(c2)OCO3)S(=O)(=O)c2ccc(O)c(C(=O)O)c2)cc1 | 9 | -6%[11.6 µM]
O=[N+]([O-])c1ccc(S(=O)(=O)N2CCN(c3ccccn3)CC2)cc1 | -15 | 5%
COc1ccc(C(=O)Nc2c(O)ccc3ccccc23)cc1OC | 66 | -5%
C[C@H](NC(=O)c1ncn2c1C(=O)NC[C@H]2C)C(=O)OC(C)(C)C | -22 | 54%[activator]
O=C(NCc1ccccc1Cl)c1ccc2nc([C@@H]3O[C@H](CO)[C@@H](O)[C@H]3O)[nH]c2c1 | -7 | 24%
COc1ccc(CN2C(=O)C(CC(=O)NCCCCc3ccccc3)CC(C(=O)N(C)C)=C2C)cc1 (centres undefined) | -12 | -6%
COc1ccc(C=NNC(=O)NN=Cc2ccc(OC)c(OC)c2)cc1OC | 49 | 11%
CC(C)=CCc1ccc(O)c(=O)cc1C(C)C | -101* | 48%[activator]
CCc1nc2c(OCCc3cccc(OC)c3)cccn2c1N(C)C(=O)c1ccc(C)cc1 | -7 | -8%
CCCNC(=O)C1(C)CCCN(C(=O)COCc2ccccc2)C1 (centres undefined) | 14 | 6%
O=C(NC1CCCC1)C(c1ccco1)N1CCC(O)(c2ccc(Cl)cc2)CC1 (centres undefined) | 44 | -4%
O=CN1CCN(C(=O)Cc2ccc(Cl)cc2)CC1 | -14 | 0%
COC(=O)C1=C(c2ccccc2)C[C@@H]2CC[C@H]1N2C(=O)N1CCCC1 | -5 | 1%

molecule | HCMV inh | AMA1 RON2 block
CC(=O)Nc1cccc2cc(O)ccc12 | 16 | -4%
Cc1cc(S(=O)(=O)Nc2ccc(C(=O)NCCN3CCOCC3)cc2)ccc1F | -20 | 10%
COc1cccc(/C=C2\SC(=S)N(CCCC(=O)N3CCOCC3)C2=O)c1 | u | -4%
COc1ccc(-n2nnnc2C(C2CC2)N2CCN(C/C=C/c3ccccc3)CC2)cc1 (centres undefined) | -3 | -5%
COc1ccc(OC)c(C(=O)Nc2c(O)ccc3ccccc23)c1 | 31 | -10%
CC(C)C[C@H]1CN([C@@H](Cc2ccc(O)cc2)CN2CCC[C@H]2CN2C(=O)C(=O)NC[C@@H]2Cc2ccc(O)cc2)C(=O)C(=O)N1CCc1ccccc1 | -25 | 3%
CC1(C)CC(=O)C=C(c2cccc(OC(=O)c3ccc(Br)cc3)c2)C1=O | -7 | u
O=C(CSc1nc2ccccc2c(=O)n1-c1ccc(F)c(Cl)c1)Nc1ccc2c(c1)CCC2 | -28 | -2%
C[C@H](O)C#Cc1ccc2c(c1)O[C@@H](CN(C)Cc1ccc(-c3ccccc3)cc1)[C@H](C)CN([C@@H](C)CO)S2(=O)=O | -82* | -5%
COc1cccc(C(C)(O)c2nc(-c3cccc(C#N)c3)cs2)c1 (centres undefined) | -15 | 4%
CCCNC(=O)c1cc(C2CCCCN2S(C)(=O)=O)on1 (centres undefined) | -12 | -4%
Cc1ccc(S(=O)(=O)N2C[C@H]3n4c(=O)ccc(=O)n4C[C@H](OC(=O)NCc4ccco4)[C@@]3(O)C2)cc1 | -14 | 8%
O=C(NCc1ccccc1)c1cccc(NC(=O)C2CCCC2)c1 | -20 | 1%
CC1([N+](=O)[O-])COP(=O)(NC2CC2)OC1 (centres undefined) | -12 | 0%
O=C(Cc1ccccc1)c1ccccn1 | 13 | -16%
CCCNC(=O)C1(C)CCCN(Cc2ccc(-c3ccccn3)cc2)C1 (centres undefined) | -3 | 12%
COc1ccc(CN2[C@@H](CC(=O)O)c3ccccc3S2(=O)=O)cc1 | -21 | -6%
CCn1c(CCNC(=O)c2cccs2)nnc1SCC(=O)Nc1cccc(Cl)c1 | 2 | 16%
CCCS(=O)(=O)NC(=O)C1(C)CCCN(C(=O)C(C)(C)Oc2ccc(Cl)cc2)C1 (centres undefined) | -4 | 6%
COc1cc2c(-c3ccccc3)c(C)oc2cc1/C=N/NC(N)=S | 7 | 43%[activator]
COc1ccc(NC(=O)C2Cc3c(-c4ccccc4Oc4ccccc4)ccnc3O2)cc1OC (centres undefined) | -76* | u
COc1cc(C(=O)NC2CCN(C)CC2)ccc1Nc1ncc2c(n1)N(Cc1ccccc1)CCC(=O)N2C | -76* | 0%
CCCCn1nnnc1C(c1ccccc1)N1CCN(c2ccc(OC)cc2)CC1 (centres undefined) | -2 | u
COc1ncnc2c1ncn2CCCNCC(C)c1ccccc1 (centres undefined) | 7 | 2%
O=C1N=C2N(CCN3CCCCC3)c3ccccc3N2/C1=C\c1ccc([N+](=O)[O-])s1 | 14 | -1%
O=C(O)c1cc2ccccc2cn1 | 22 | -93%
O=[N+]([O-])c1ccc(NS(=O)(=O)c2ccccc2)c(Cl)c1 | u | 1%
O=C(NCc1ccccc1)c1cc(C2CCCCN2S(=O)(=O)c2ccccc2)on1 (centres undefined) | -19 | -1%
COc1ccc(C(N)c2csc(Nc3ccc(C(F)(F)F)cn3)n2)cc1 (centres undefined) | 38 | 67%[activator]
CCCCOc1ccc(/C=C(\C#N)C(=O)NC2CC2)cc1 | -4 | -14%

In a second layout: entries from further up.
CC(C)C[C@H]1CN([C@@H](Cc2ccc(O)cc2)CN2CCC[C@H]2CN2C(=O)C(=O)NC[C@@H]2Cc2ccc(O)cc2)C(=O)C(=O)N1CCc1ccccc1
- HCMV inh = -25
- AMA1 RON2 block = 3%

CC1(C)CC(=O)C=C(c2cccc(OC(=O)c3ccc(Br)cc3)c2)C1=O
- HCMV inh = -7
- AMA1 RON2 block = u

O=C(CSc1nc2ccccc2c(=O)n1-c1ccc(F)c(Cl)c1)Nc1ccc2c(c1)CCC2
- HCMV inh = -28
- AMA1 RON2 block = -2%

C[C@H](O)C#Cc1ccc2c(c1)O[C@@H](CN(C)Cc1ccc(-c3ccccc3)cc1)[C@H](C)CN([C@@H](C)CO)S2(=O)=O
- HCMV inh = -82*
- AMA1 RON2 block = -5%

(next part)
molecule | HCMV inh | AMA1 RON2 block
Cc1nc(Nc2nc(-c3ccccc3)cc(=O)[nH]2)nc2ccccc12 | 52 | -3%
COc1ccc(C#Cc2ccc3c(c2)O[C@H](CN(C)S(=O)(=O)c2ccccc2F)[C@H](C)CN([C@H](C)CO)S3(=O)=O)cc1 | -24 | -3%
COc1ccc(C(=O)c2[nH]c(N)c(C(=O)NCCc3c[nH]c4ccccc34)c2-c2ccc(C(F)(F)F)cc2)cc1 | 35 | 36%[activator]
Cc1ccccc1OCCC(=O)OCC(=O)Nc1ccc(C)c(S(=O)(=O)N2CCCCC2)c1 | -21 | 0%
CC[C@H]1c2[nH]c3ccc(C(C)C)cc3c2[C@@H]2CCN3C(=O)CCC[C@H]1[C@H]23 | -6 | -10%
O=C(O)c1ccc(COc2ccc([N+](=O)[O-])cc2Cl)cc1 | 8 | -6%
Cc1ccc(CNS(=O)(=O)c2ccc(Cl)s2)cc1 | -21 | 14%
CC1(Cc2ccc(F)cc2)C(=O)Nc2ccc(S(=O)(=O)NC3CCCCC3)cc21 (centres undefined) | 3 | 0%
c1ccc2c(c1)ccc1nnnn12 | -1 | 12%
O=C1NC2C(=CC(O)C(O)C2O)c2cc3c(c(O)c21)OCO3 (centres undefined) | -101* | -6%
Cc1c(C(=O)Nc2ccccc2)cnn1-c1ccccc1 | 159 | -11%
CSc1ccc(NC(=O)C2(C)CCN2C(=O)C2(c3ccccc3)CC2)cc1 (centres undefined) | u | -16%
C[C@H](CO)N1C[C@H](C)[C@@H](CN(C)S(=O)(=O)c2ccc3c(c2)OCCCO3)OCc2cn(nn2)CCCC1=O | 11 | 11%
Cc1cccc(C)c1NC(=O)C(c1cc2ccccc2o1)N1CCN(C)CC1 (centres undefined) | -12 | 6%
O=C(O)C(F)=C1c2ccccc2-c2ccccc21 | -5 | 1%
COC(=O)C1=C(c2cccc(OC)c2OC)C[C@@H]2CC[C@H]1N2C(=O)N1CCC(C)CC1 | -17 | -2%
C=CCNc1nc(NCCNC(C)=O)c2sc(-c3ccccc3)cc2n1 | 16 | 2%
CC(=O)n1cc([C@@H]2C=C(C(=O)N3CCN(C)CC3)O[C@H](OCc3ccc(CO)cc3)C2)c2ccccc21 | 7 | -7%
Cc1cccc(C)c1-n1nnnc1C1(C)CCC(=O)N1c1ccc(N2CCOCC2)cc1 (centres undefined) | 18 | -6%
CC(C)(C)C(=O)NCc1ccc(C(=O)CSc2nnc3n2CCCCC3)s1 | 10 | -8%
CCCC(=O)N1CCC1(C)C(=O)NS(=O)(=O)c1cc(C)ccc1F (centres undefined) | 2 | -5%
O=C1[C@H]2[C@@H](c3ccccc3)N[C@]3(CCCN(Cc4ccc(C(F)(F)F)cc4)C3=O)[C@H]2C(=O)N1Cc1ccccc1 | 9 | -15%
COC(=O)[C@]12CCCCC=C1N(CCc1ccc(OC)c(OC)c1)C(=O)[C@H](CC(=O)NCC13CC4CC(CC(C4)C1)C3)C2 | -14 | -27%
CCOC(=O)[C@]12CCCC=C1N(Cc1ccccc1)C(=O)[C@H](CC(=O)NCc1ccc(C)o1)C2 | -5 | -13%
O=C(O)c1cccc2c1C(=O)c1cc([N+](=O)[O-])ccc1-2 | -28 | 10%
CCNC(=O)N(C)[C@H]1C[C@H]2c3[nH]c4ccccc4c3CCN2C[C@H]1[C@H](C)O | 34 | -3%
CC1(C(=O)NCC(F)(F)F)CCN1C(=O)C1(c2ccccc2)CC1 (centres undefined) | -26 | -6%
COc1ccc(CCC(=O)OCC(=O)NC2CCCC2)cc1OC | -7 | -7%
CS(=O)(=O)Nc1ccccc1-c1cccc2nccn12 | -16 | 0%
NC(=O)c1cccc(Nc2nc(C(N)Cc3ccc(C(F)(F)F)cc3)cs2)n1 (centres undefined) | -6 | 109%[activator]

Quoted at random: three compounds from above
molecule | HCMV inh | AMA1 RON2 block
C[C@H](CO)N1C[C@H](C)[C@@H](CN(C)S(=O)(=O)c2ccc3c(c2)OCCCO3)OCc2cn(nn2)CCCC1=O | 11 | 11%
Cc1ccccc1OCCC(=O)OCC(=O)Nc1ccc(C)c(S(=O)(=O)N2CCCCC2)c1 | -21 | 0%
CC[C@H]1c2[nH]c3ccc(C(C)C)cc3c2[C@@H]2CCN3C(=O)CCC[C@H]1[C@H]23 | -6 | -10%

(list continues)
molecule | HCMV inh | AMA1 RON2 block
COc1ccc(OC)c(NC(=O)C2(C)CCN2C(=O)Cc2ccc(Cl)cc2Cl)c1 (centres undefined) | u | -17%
CC(=O)Nc1ccc(Cl)cc1-c1ccccc1 | 2 | -15%
O=c1c2ccccc2ncn1CCc1ccncc1 | 17 | 16%
Cc1ccc(C)c(-n2c(-c3ccco3)n[nH]c2=S)c1 | -14 | 47%[activator]
O=C(NCc1ccccc1)C(c1cc2ccccc2o1)n1c(=O)c(-c2cc3ccccc3[nH]2)nc2ccccc21 (centres undefined) | 48 | 43%[activator]
Cc1nc2n[nH]c(N)c2nc1C | 7 | 29%
COc1cccc(OC)c1C(=O)N1CCN(Cc2c[nH]c3ccccc23)CC1 | -2 | -1%
Cc1ccc(Cn2cc(CN3CC(N4CCN(C)CC4)CS3(=O)=O)nn2)cc1 (centres undefined) | -23 | 3%
N#CCCN(NC(=O)OCc1ccccc1)C(=O)OCc1ccccc1 | -20 | -2%
CCc1ccc(CN(C)Cc2c(C(=O)N3CCOCC3)nc3c(C)cccn23)nc1 | -15 | 167%[activator]
O=C(NCc1cccs1)c1csc(COCCO)n1 | -3 | -5%
COc1ccc(NC(=O)c2cc(C3CCCCN3C(=O)OCc3ccccc3)on2)c(C)c1 (centres undefined) | -26 | -8%
